Menin-MLL TR inh = qHTS Assay for Inhibitors Targeting the Menin-MLL Interaction in MLL Related Leukemias: Competition With Texas Red Labeled MLL-derived Mutant Peptide; Menin + Texas Red MLL mutant peptide, fluorescence polarization; Potency, µM (series often up to 61.6 µM), for inactives: top-dose FP activity change, negative = inhibition, most hits filed as inhibitors; 0.23% of 270,000 active; active = well fitted inhibition curve with a large enough effect in the polarisation, with a control signal flat, not every such curve was filed as active; inconclusive = small, poorly fitted or top-dose-only effect, or effect the other way, or a change in a side signal; inactive = no such curve, though single readings can be large or run the other way; the % refers to the polarisation; also: potency is read from the fitted curve at half-maximal effect; % of control where 0% means no effect; many of its hits are not listed in these tables
S-ASM inh = Inhibitors of Secretory Acid Sphingomyelinase (S-ASM): qHTS; Potency, µM (top dose mostly 57.5 µM), inactives show top-dose activity change, negative = inhibition, hits mostly inhibitors; placental ASM, HMU-PC fluorogenic substrate, 60 min; Sphingomyelin phosphodiesterase (Homo sapiens), P17405; 0.006% of 340,000 active; also: potency is read from the fitted curve at half-maximal effect
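qHTS format. ASM enzyme prepared from human placenta hydrolyses the fluorogenic substrate HMU-PC0 (9 uM final) over 60 min at 37 °C after a 10 min compound preincubation.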
Mito fusion yeast = qHTS Assay for Small Molecule Inhibitors of Mitochondrial Division or Activators of Mitochondrial Fusion; Potency, µM (highest dose often 46.1 µM), inactives show top-dose growth rescue (activation), actives largely listed as activators; S. cerevisiae fusion-defective mutant growth rescue, CellTiterGlo 48 h; 0.23% of 320,000 active;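 also: potency is read from the fitted curve at half-maximal effect; % of control where 0% means no effect; nearly all actives have a fitted effect of over 45% in size; temperature-sensitive fusion mutants such as fzo1-1 at 37 °C on non-fermentable ethanol glycerol medium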
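Temperature-sensitive fusion-defective S. cerevisiae (e.g. fzo1-1, mgm1-5) were grown with compound in YPEG medium (3% ethanol, 3% glycerol) for 48 hours at 37C. Growth rescue was measured as viability by CellTiterGlo luminescence after 10 minutes at ambient.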
MBNL1-CUG inh = qHTS Assay for Inhibitors of MBNL1-poly(CUG) RNA binding | Muscleblind-like protein 1 (Homo sapiens), Q9NR56 | TR-FRET MBNL1-His/biotin-(CUG)12 binding, 665/545 ratio | Potency, µM (highest dose often 57.5 µM), inactives show at the highest dose activity change, negative = inhibition, most hits filed as inhibitors | 0.036% of 280,000 active; active = well fitted inhibition curve with a large enough effect in the signal ratio, with a control signal flat, not every such curve was filed as active; inconclusive = small, poorly fitted or top-dose-only effect, or effect the other way, or a change in a side signal; inactive = no such curve, though single readings can be large or run the other way; the % refers to the signal ratio; also: potency is read from the fitted curve at half-maximal effect; % is scaled to controls: 0 for no effect and ±100 for the full control effect
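TR-FRET readout: Ex 340 nm, 665/545 nm emission ratio, normalized to buffer-only (basal) and MBNL1-(CUG)12 controls. Complex of MBNL1-His with Biotin-(CUG)12, compounds 92 nM–58 uM, incubated 60 min at room temperature.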
A-T KAP1 phos = qHTS Assay for Identifying a Potential Treatment of Ataxia-Telangiectasia. […] A-T fibroblasts, KAP-1 phosphorylation AlphaLISA; neocarzinostatin DNA damage 30 min before lysis. Potency, µM (top dose mostly 57.5 µM), for the others: at the top dose activation, hits mostly activators. 0.19% of 320,000 active. AID 485349, 2010; also: potency is read from the fitted curve at half-maximal effect; % of control where 0% means no effect; nearly all actives have a fitted effect of over 45% in size
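hTERT-immortalized A-T patient fibroblasts ([…]), 500 cells/well in OPTI-MEM, 1% FBS, got compounds for 60 min, then NCS for 30 min at 37C. Lysates were then assayed for phospho-KAP-1 by AlphaLISA (anti-pKAP1 donor, anti-KAP1 acceptor beads), 6 hr at 25C.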
CXXC DNA block = qHTS Fluorescence Polarization Assay for Inhibitors of MLL CXXC domain - DNA interaction; Histone-lysine N-methyltransferase 2A (Homo sapiens), Q03164; MLL-CXXC / FITC-HOXA9 DNA fluorescence polarization; Potency, µM (titrated, usually from 115 µM), inactives show top-dose activity change, negative = inhibition, actives largely listed as inhibitors; 0.037% of 290,000 active; AID 2662, 2010; active = well fitted inhibition curve with a large enough effect in the polarisation, with a control signal flat, not every such curve was filed as active; inconclusive = small, poorly fitted or top-dose-only effect, or effect the other way, or a change in a side signal; inactive = no such curve, though single readings can be large or run the other way; the % refers to the polarisation; also: potency is read from the fitted curve at half-maximal effect
Target sequence (Q03164 whole entry, looked up, the tested form may be a part): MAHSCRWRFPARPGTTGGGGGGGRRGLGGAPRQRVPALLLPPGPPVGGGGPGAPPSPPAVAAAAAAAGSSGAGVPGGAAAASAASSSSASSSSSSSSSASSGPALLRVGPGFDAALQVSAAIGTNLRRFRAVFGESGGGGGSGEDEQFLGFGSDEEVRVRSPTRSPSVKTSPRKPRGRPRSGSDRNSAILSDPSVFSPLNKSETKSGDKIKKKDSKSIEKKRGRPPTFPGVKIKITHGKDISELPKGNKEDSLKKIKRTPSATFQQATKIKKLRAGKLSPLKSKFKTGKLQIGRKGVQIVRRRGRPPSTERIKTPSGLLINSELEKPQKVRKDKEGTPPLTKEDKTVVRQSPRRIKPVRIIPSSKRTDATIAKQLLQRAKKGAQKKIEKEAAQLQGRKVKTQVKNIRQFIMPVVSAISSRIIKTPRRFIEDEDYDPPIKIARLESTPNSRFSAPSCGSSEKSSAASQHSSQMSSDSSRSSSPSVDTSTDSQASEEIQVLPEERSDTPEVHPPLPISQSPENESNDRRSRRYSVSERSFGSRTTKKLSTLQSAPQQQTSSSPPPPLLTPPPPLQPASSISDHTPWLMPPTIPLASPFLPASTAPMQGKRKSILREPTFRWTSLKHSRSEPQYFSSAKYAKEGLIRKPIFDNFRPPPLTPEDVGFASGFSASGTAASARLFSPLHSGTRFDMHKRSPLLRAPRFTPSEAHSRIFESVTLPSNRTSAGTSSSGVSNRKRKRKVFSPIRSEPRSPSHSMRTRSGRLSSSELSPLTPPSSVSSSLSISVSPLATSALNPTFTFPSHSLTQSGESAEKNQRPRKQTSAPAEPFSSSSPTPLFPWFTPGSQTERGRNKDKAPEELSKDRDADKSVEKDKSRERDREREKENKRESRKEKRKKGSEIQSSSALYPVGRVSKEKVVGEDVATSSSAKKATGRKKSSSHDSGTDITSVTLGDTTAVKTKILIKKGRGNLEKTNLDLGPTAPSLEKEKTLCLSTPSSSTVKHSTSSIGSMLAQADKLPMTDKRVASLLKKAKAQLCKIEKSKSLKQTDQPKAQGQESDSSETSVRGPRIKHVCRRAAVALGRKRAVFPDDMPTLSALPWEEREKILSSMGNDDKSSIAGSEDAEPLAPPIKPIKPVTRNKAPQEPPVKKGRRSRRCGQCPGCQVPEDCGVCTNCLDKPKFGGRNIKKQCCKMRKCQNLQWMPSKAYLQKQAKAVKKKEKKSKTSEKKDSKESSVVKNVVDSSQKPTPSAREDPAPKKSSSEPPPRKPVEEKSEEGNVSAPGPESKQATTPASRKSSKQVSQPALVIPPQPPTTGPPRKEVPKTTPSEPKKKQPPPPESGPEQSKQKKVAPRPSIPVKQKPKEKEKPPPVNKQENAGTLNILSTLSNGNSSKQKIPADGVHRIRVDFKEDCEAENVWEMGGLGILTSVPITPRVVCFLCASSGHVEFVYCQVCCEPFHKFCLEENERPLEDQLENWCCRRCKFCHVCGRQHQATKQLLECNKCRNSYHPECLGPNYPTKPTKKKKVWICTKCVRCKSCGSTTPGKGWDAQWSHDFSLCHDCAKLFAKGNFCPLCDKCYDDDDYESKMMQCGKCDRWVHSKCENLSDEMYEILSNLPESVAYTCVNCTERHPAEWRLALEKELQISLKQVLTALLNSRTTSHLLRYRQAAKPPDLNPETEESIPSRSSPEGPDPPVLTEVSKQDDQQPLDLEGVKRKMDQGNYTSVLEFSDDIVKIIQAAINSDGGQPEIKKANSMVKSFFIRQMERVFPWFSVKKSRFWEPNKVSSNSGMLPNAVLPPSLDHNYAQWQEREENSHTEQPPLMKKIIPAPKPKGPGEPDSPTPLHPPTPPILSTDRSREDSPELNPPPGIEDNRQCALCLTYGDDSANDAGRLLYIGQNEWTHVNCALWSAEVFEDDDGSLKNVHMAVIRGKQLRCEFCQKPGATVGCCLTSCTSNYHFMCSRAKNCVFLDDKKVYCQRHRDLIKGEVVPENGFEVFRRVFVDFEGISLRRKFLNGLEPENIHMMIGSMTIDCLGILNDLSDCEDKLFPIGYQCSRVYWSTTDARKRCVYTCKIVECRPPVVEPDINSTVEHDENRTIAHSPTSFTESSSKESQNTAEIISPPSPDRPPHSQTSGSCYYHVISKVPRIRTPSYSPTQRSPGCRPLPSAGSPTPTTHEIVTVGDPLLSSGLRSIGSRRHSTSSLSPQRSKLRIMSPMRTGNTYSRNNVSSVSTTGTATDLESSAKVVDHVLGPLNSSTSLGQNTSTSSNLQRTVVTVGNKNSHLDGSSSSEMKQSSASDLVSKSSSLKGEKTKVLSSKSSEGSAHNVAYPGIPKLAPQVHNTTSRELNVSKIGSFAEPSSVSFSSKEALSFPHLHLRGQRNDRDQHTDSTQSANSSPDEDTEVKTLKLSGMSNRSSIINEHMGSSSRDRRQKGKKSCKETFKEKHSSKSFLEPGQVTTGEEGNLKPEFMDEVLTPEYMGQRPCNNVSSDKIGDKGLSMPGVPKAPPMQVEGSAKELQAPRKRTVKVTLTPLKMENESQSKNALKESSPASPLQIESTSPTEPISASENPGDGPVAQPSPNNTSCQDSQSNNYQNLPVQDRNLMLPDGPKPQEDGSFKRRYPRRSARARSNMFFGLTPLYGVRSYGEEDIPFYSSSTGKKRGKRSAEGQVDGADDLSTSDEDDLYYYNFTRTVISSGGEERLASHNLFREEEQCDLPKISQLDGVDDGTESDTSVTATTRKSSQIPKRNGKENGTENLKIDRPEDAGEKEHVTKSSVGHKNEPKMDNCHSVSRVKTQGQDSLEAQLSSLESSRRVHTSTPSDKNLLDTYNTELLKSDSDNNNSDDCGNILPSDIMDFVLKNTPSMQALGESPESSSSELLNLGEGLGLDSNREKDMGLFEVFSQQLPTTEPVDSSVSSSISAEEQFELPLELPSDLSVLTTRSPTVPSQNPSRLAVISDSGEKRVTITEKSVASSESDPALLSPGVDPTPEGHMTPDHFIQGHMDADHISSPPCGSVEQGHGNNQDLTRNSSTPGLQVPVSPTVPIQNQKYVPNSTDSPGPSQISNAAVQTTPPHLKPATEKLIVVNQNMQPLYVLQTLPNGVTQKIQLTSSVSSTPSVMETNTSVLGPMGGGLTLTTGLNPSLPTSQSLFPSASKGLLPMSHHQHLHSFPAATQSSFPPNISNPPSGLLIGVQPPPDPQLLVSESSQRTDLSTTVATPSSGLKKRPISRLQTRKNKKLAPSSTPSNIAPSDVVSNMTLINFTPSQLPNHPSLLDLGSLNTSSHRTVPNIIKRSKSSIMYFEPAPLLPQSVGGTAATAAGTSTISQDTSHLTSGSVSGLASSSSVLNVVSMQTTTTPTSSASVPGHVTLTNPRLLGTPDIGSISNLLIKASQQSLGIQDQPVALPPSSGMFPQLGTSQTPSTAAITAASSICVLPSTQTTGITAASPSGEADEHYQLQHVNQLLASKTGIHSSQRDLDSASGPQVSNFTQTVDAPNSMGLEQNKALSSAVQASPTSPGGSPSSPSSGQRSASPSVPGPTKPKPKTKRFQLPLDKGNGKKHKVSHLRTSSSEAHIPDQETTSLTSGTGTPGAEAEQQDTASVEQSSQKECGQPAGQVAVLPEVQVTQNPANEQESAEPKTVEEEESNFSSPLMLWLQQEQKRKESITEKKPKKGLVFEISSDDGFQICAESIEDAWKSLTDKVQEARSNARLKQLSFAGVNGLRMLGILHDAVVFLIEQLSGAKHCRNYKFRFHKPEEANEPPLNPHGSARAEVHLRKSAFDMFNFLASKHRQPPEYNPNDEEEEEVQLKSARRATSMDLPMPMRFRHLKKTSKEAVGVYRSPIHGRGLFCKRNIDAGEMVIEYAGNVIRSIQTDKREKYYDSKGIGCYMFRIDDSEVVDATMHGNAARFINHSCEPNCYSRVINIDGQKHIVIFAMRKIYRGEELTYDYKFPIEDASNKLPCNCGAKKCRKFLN
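Fluorescence polarization: 7 uM MLL-CXXC (stock) preincubated 5 min with compounds, then 50 nM fluorescein-HOX-A9 DNA (stock) added; 30 min ambient. Buffer 50 mM Tris-HCl pH 7.5, 50 mM NaCl, 1 mM DTT, 0.05% BSA.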
TSHR antagonist = Antagonists of the Thyroid Stimulating Hormone Receptor: HTS campaign. Thyrotropin receptor (Homo sapiens), P16473. TSHR-expressing cells, TSH-stimulated cAMP HTRF, 2 h; stronger effect = lower value. activity change, negative = inhibition, % at 11.5 µM. 0.2% of 330,000 active;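 active = activity change below a set negative limit, meaning inhibition stronger than a set level, cut at about -70% in these data; inconclusive = activity change between two set negative limits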; also: % is scaled to controls: 0 for no effect and ±100 for the full control effect
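TSHR-expressing cells, 200/well, pre-treated with compound, then stimulated with EC80 TSH (4nM final) for 2 hours at 37 deg C. cAMP measured by competitive HTRF: anti-cAMP cryptate antibody in lysis buffer plus cAMP-d2, read after 30 minutes at room temperature.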
PTAP TSG101 blk = qHTS Assay for Iinhibitors of HIV-1 Budding by Blocking the Interaction of PTAP/TSG101 | Tumor susceptibility gene 101 protein (Homo sapiens), Q99816 | Fluorescence polarization, FITC-PTAP peptide / Tsg101 binding | Potency, µM (top dose mostly 115 µM), for inactives: at the top dose activity change, negative = inhibition, actives largely listed as inhibitors | 340,000 tested, under 10 active | AID 493005, 2010; active = well fitted inhibition curve with a large enough effect in the main read-out, with a control signal flat, not every such curve was filed as active; inconclusive = small, poorly fitted or top-dose-only effect, or effect the other way, or a change in a side signal; inactive = no such curve, though single readings can be large or run the other way; also: potency is read from the fitted curve at half-maximal effect; % of control where 0% means no effect
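Compounds were pin-transferred onto Tsg101 binding domain (10 uM final) in HEPES pH 7.5 buffer, then FITC-PTAP peptide was added at 50 nM final. After 20 min at RT, polarization reported peptide displacement across a qHTS concentration series.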
a7 integrin act = qHTS for Activators of Integrin-Mediated Alleviation for Muscular Dystrophy. Potency, µM (titrated, usually from 38.3 µM), for inactives: at the highest dose activation, actives largely listed as activators. alpha7betagal myoblasts, beta-gal FDG fluorescence, 48 h. AID 624291, 2012. 0.064% of 350,000 active;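 also: potency is read from the fitted curve at half-maximal effect; 100% = response of the positive control SU9516; nearly all actives have a fitted effect of over 60% in size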
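Alpha7betagal+/- myoblasts (passage 13) were plated 16-24 hr, then exposed to compounds (1:260 dilution of DMSO stock) for 48 hours at 37C. After MPER lysis, β-galactosidase reporter activity was read as FDG fluorescence (ex 480/em 540) after 30 minutes.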
TCR act = Activators of T cell receptors: qHTS campaign; primary human leukocytes, anti-CD3, IL-2 HTRF, 48 h; Potency, µM (top dose mostly 9.22 µM), inactives show at the top dose activation of IL-2 secretion, actives largely listed as activators; 330,000 tested, under 10 active; AID 504894, 2011; also: % of control where 0% means no effect
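Readout: HTRF IL-2, Eu-cryptate/d2 antibody pair, 320nm excitation, 665nm emission. Stimulus: a-CD3 beads, no co-stimulation. Cells: primary human leukocytes. Exposure: 48 hr with compound.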
* hit, by the source's call; ? = inconclusive; . = not tested or not shown; [ ] = remark or other dose. Unless noted, calls follow the shape of the dose curve; as a rule, active = well fitted curve in the direction sought with a large enough effect; inconclusive = small, poorly fitted or top-dose-only effect, or another doubt; inactive = no such curve, though single readings can be large; an effect the other way counts as inactive or inconclusive. Not all compounds are listed; rates above refer to the full screens.

| Structure | A-T KAP1 phos | TCR act | a7 integrin act | MBNL1-CUG inh | CXXC DNA block | Mito fusion yeast | S-ASM inh | Menin-MLL TR inh | TSHR antagonist | PTAP TSG101 blk |
| --- | --- | --- | --- | --- | --- | --- | --- | --- | --- | --- |
| CCCc1ccc2oc(C(=O)NCCc3cnn(C)c3)c(C)c2c1 | 17% | 5% | -33% | 5% | -8% | 4% | -6% | . | 6 | . |
| O=C1CC(c2cccc(Cl)c2)CC(O)=C1C=Nc1cccc(Cl)c1 (stereo not drawn) | 8% | -4%[46.1 µM] | 9% | 4% | 19% | -14% | 0% | 4% | -9 | -1% |
| CCC1CCCCN1C(=S)NC(=O)c1cc(S(=O)(=O)N2CCOCC2)ccc1C (stereo not drawn) | 14% | -4% | 0% | -8% | -1% | -3% | 8% | . | -3 | -7% |
| COc1cc2c(cc1OC)CN(C(=O)c1cc(=O)c3ccccc3o1)CC2 | . | -5% | -39% | -4% | 1% | 13% | -2% | -3% | -15 | -2% |
| COC(=O)C1=C(C)Nc2ncnn2C1c1cccnc1 (stereo not drawn) | 17% | -7% | -3% | 1% | 3% | -3% | 1% | -15% | 73 | 0% |
| COCCn1c(-c2ccc(Cl)cc2Cl)nc2c(c(=O)c3ccccc3n2C)c1=O | 0% | -3%[46.1 µM] | 2% | . | 7% | -1% | 5% | 2% | 20 | -3% |
| CCCCCOc1ccccc1C(=O)NCCC(=O)O | 5% | . | 24%[7.66 µM] | -14% | -12% | 0% | 5% | -1% | 6 | -7% |
| O=C(Oc1ccccc1)c1cccc2cccc(C(=O)Oc3ccccc3)c12 | 23% | 3% | -5% | 8% | 1% | -6% | -9% | . | 51 | -3% |
| CN(C)S(=O)(=O)c1ccccc1N=C=S | -1% | 2% | 6% | . | -1% | 12% | -6% | . | 3 | -4% |
| O=C(Nc1ccncc1)c1ccccc1Cl | -9% | -3% | 1% | -9% | -6% | -8% | -2% | 0% | 2 | -3% |
| O=[N+]([O-])c1cnccc1Nc1cccc(F)c1 | -3% | -6%[46.1 µM] | -6% | ? | -4% | 7% | -4% | 0% | -11 | -5% |
| O=C(NCCc1ccccc1)C1CCCN(C(=O)NC2CCCCC2)C1 (stereo not drawn) | 2% | 2% | -9% | -8% | -1% | 3% | 5% | 0% | -2 | -9% |
| CN(C1CCCCC1)S(=O)(=O)CCNC(=O)c1ccccc1 | 2% | 0% | -12% | . | . | 0% | 3% | . | 2 | -7% |
| NCCCC[C@H]1CNC(=S)N1CCCCC1CCCCC1 | -9% | 11% | -40% | 8% | -2% | -5% | 5% | -11% | 4 | -1% |
| CC(C)(C)[C@H]1CCC(=O)N([C@H](CSc2ccc(Br)cc2)Cc2ccccc2)CC1 | 7% | 9% | 3% | . | . | -4% | 4% | . | 0 | 4% |
| CC(C)(C)c1cc(S(=O)(=O)CCc2ccncc2)cc(C(C)(C)C)c1F | -2% | -1% | -59%[inhibitor] | -1% | 6% | 6% | -1% | -18% | 9 | -3% |
| COc1cccc(CN(C)C(=O)c2cc(COc3c(F)cccc3F)on2)c1 | -2% | -8% | -24% | -6% | -8% | -2% | 5% | ? | -15 | -6% |
| CCN(CC)C(=S)Nc1ccc(OC(F)F)cc1 | 0% | . | -1% | -1% | 10% | -1% | 1% | 6% | -3 | 0% |
| COc1ccc(NC(=O)c2ccco2)cc1S(=O)(=O)N1CCOCC1 | 4% | -7% | 4% | -7% | 6% | -5% | 3% | 3% | 0 | 0% |
| O=C1Nc2ccccc2N=C(c2ccccc2)C1Br (stereo not drawn) | 1% | -4% | -7% | ? | -4% | 0% | ? | 3% | 37 | -7% |
| Cn1c(=O)c2c(nc(SCCCC#N)n2Cc2c(F)cccc2Cl)n(C)c1=O | 11% | -6% | -1% | -7% | 0% | -2% | -3% | 0% | -7 | 0% |
| O=S(=O)(NC1=NCCC1)c1ccc(F)cc1F | 3% | -5% | 0% | -2% | -4% | 1% | 2% | 2% | -1 | 1% |
| CC(C)(C)NS(=O)(=O)c1ccc(NC(=O)c2cc(-c3ccccc3)nc3ccccc23)cc1 | 3% | -3% | 17% | 5% | 28% | -2% | 0% | -23% | -7 | -3% |
| COc1ccc(-n2ncc3c(=O)n(CC(=O)Nc4ccc(S(=O)(=O)N5CCOCC5)cc4)cnc32)cc1 | -10% | 8%[46.1 µM] | 18% | -4% | 0% | -4% | ? | 11% | 2 | -2% |
| COC(=O)Cn1c(C(O)c2ccccc2)nc2ccccc21 (stereo not drawn) | -7% | 0% | 27% | 1% | -2% | -2% | 3% | 13% | 3 | -5% |
| O=C(NCc1ccco1)c1cc(-c2ccccc2)nn1CC1CC(c2cccnc2)=NO1 (stereo not drawn) | . | -2% | 19% | . | . | . | 5% | . | . | -1% |
| COC(=O)C(CC(C)C)N(Cc1cc(OC)cc(OC)c1)S(=O)(=O)c1ccccc1Br (stereo not drawn) | -38%[inhibitor] | 3%[46.1 µM] | -20% | . | . | . | 0% | . | -8 | -4% |
| O=C(c1ccccc1)c1ccc(OC(=O)C2CCCCC2)cc1 | 4% | 12% | 12% | -12% | 24% | 0% | 19% | -14% | 5 | -5% |
| O=C(O)C1CCCCC1C(=O)OCCCCOC(=O)C1CCCCC1C(=O)O (stereo not drawn) | 9% | 1% | 2% | -5% | -6% | -5% | 1% | 3% | -13 | -7% |
| Cn1ncc(Br)c1C(=O)N1CCOCC1 | 2% | 0%[46.1 µM] | 3% | -19% | 5% | -7% | 3% | 2% | 4 | -9% |
| Cc1ccc(S(=O)(=O)N2CCC(C(=O)Nc3ccc4c(c3)OCO4)CC2)cc1 | . | -3% | 6% | 3% | 16% | 4% | -1% | -7% | -18 | -5% |
| COCCSc1ccccc1C(=O)Nc1cc(C)ccn1 | 0% | 3%[46.1 µM] | 2% | -1% | 20% | -4% | 3% | 7% | 9 | 0% |
| CCOC(=O)/C(=C/c1ccc(OC(=O)c2ccncc2)cc1)C(C)=O | -1% | -2% | -2% | 2% | ? | -7% | 1% | ? | 1 | 0% |
| CN(CCCNC(=O)c1nn(C)c2c1CS(=O)(=O)c1ccccc1-2)Cc1ccccc1 | -3% | -1% | -10% | -5% | -2% | 7% | 1% | -14% | 2 | -5% |
| COc1cc(NC(=O)N[C@@H](Cc2c[nH]c3ccccc23)C(=O)O)c(C(=O)O)cc1OC | -7% | -1% | -12% | -6% | -6% | 0% | 5% | ? | -5 | 0% |
| C(=C\c1nc(N2CCCC2)c2ccccc2n1)/c1ccccc1 | -7% | 5%[46.1 µM] | ? | ? | -5% | 3% | 2% | -5% | 34 | -1% |
| C=CCC(NC(=O)c1ccc(C#N)cc1)C(=O)NCCC (stereo not drawn) | -3% | 3% | 20% | . | . | -5% | -3% | . | -9 | -3% |
| CCC(c1nnnn1Cc1ccccc1)N1CCN(C(=O)c2ccco2)CC1 (stereo not drawn) | 19% | 0% | 19% | -6% | 11% | 2% | 0% | -14% | 5 | -7% |
| COc1cc(C2Sc3ccccc3NC3=C2C(=O)OC3)cc(OC)c1OC (stereo not drawn) | 2% | 1%[46.1 µM] | 3% | 1% | 11% | -1% | 1% | 0% | -5 | -8% |
| CC(=O)Nc1ccc(S(=O)(=O)NC(C)C(=O)NC(C)c2ccccc2)cc1 (stereo not drawn) | 2% | 4% | 10% | -5% | -1% | 1% | 7% | 1% | 1 | -1% |
| Cc1nc(N/N=C/c2cccc(F)c2)cc(N2CCOCC2)n1 | -2% | . | -2% | 9% | -3% | -4% | 6% | -14% | 0 | 1% |

Bioassay records deposited in PubChem by National Center for Advancing Translational Sciences (NCATS).
